High-throughput results (PubChem BioAssay)
PG9 Ab binder – binders of HIV-1 gp120 antibody PG9, primary screen, biochemical, TR-FRET; HIV-1 gp120 / PG9 antibody interaction; TR-FRET gp120-PG9 antibody binding; inhibition, % at 6.7 µM; 0.43% of 360,000 active; AID 624416, 2012; in the data active = inhibition above about 8.5%
HTRA1 inhibitor – HTRA1 serine protease inhibitors, primary screen, biochemical, fluorescence polarization, HTS | inhibition, % at 5.96 µM | AID 504803, 2011 | 0.5% of 340,000 active | recombinant HTRA1, FP-rhodamine activity-based probe | Q92743; in the data active = inhibition above about 36%;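 note: 0% = enzyme with DMSO and 100% = wells lacking enzyme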
Target sequence (Q92743 whole entry, looked up): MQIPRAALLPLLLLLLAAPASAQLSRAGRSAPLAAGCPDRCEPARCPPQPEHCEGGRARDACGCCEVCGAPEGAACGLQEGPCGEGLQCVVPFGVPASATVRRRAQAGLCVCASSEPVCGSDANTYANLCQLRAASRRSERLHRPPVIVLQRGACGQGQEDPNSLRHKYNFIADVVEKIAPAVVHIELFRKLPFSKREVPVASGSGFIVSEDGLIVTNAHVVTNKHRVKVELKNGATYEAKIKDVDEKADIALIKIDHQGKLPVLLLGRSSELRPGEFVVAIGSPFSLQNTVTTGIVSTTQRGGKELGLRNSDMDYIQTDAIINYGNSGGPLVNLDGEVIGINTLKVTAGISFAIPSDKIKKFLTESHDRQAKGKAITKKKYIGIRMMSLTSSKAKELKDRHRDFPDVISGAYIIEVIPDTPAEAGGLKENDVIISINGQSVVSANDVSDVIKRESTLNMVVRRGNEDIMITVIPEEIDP
NR1D1 modulator – modulators of Rev-erb alpha DNA binding, primary screen, biochemical, FITC-DNA, fluorescence polarization, uHTS | Nuclear receptor subfamily 1 group D member 1 (Homo sapiens), P20393 | Rev-erbα–FITC-DNA binding, 90 min | activity, % at 10 µM | 0.79% of 370,000 active | AID 1259318, 2017;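 active = activity above about 14%, limit read from the data; passing the limit was not always enough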;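 note: 0% = DMSO wells with 35 nM protein and 100% = DMSO wells with 750 nM protein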
Target sequence (P20393 whole entry, looked up): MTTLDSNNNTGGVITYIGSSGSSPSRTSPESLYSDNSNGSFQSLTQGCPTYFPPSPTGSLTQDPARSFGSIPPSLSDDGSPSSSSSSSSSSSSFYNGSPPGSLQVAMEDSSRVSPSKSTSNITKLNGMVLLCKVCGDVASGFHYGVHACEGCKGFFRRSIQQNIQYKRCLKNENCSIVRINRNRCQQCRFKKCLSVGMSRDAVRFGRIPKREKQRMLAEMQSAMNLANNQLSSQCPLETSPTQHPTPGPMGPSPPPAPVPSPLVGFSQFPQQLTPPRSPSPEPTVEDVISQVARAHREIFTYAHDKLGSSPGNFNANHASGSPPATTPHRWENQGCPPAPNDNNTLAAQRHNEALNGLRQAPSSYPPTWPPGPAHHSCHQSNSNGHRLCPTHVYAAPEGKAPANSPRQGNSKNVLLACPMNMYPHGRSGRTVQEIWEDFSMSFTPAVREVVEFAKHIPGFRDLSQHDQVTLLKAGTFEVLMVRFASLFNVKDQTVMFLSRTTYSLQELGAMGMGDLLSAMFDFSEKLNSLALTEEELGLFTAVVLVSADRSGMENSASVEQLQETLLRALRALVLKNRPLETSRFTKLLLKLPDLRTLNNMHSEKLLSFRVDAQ
PRMT1 FP inh – PRMT1 methyltransferase inhibitors, primary screen, biochemical, fluorescence polarization | inhibition, % at 2.79 µM | AID 652257, 2013 | recombinant PRMT1, activity-based probe fluorescence polarization | 1.3% of 370,000 active | Protein arginine N-methyltransferase 1 (Homo sapiens), Q99873;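 active = inhibition above about 21% made by adding two undisclosed values, limit read from the data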
mABHD4 FP – ABHD4 inhibitors, primary screen, biochemical, fluorescence polarization, mouse. (Lyso)-N-acylphosphatidylethanolamine lipase (Mus musculus), Q8VD66. purified mABHD4, FP-Rh probe fluorescence polarization. inhibition, % at 8.92 µM. 0.54% of 370,000 active;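 active = inhibition exceeding the mean over every tested compound plus 3 SD, cut at about 30% in these data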;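 note: 0% = plate median of compound wells and 100% = S159A mutant with DMSO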
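Material: mouse ABHD4 enzyme, wild type; Benchmarks: S159A mutant high control, sample median low control; Buffer or medium: HEPES pH 7.0, NaCl, Pluronic buffer; Signal: fluorescence polarization; Read-out: percent inhibition of probe binding, normalized to plate controls; Timing: pre-incubation 45 min, probe exposure 60 min, at 25 °C; Dosing: 8.92 µM, single dose.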
SIAE inh – human SIAE inhibitors, primary screen, biochemical, fluorescence polarization, FP-Rh probe, 1536-well HTS; Sialate O-acetylesterase (Homo sapiens), Q9HAT2; SIAE FP-Rh probe binding; AID 1053197, 2014; inhibition, % at 9.66 µM; 0.69% of 370,000 active;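 active = inhibition above a cutoff: mean of compounds within the control limits plus 3 SD of those, cut at about 17% in these data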;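 note: 0% = plate median of compound wells and 100% = probe without SIAE protein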
TDP2 absorb – human TDP2 enzyme inhibitors, primary screen, biochemical, epi absorbance, recombinant enzyme | 0.34% of 370,000 active | inhibition, % at 12.8 µM | Tyrosyl-DNA phosphodiesterase 2 (Homo sapiens), O95551 | T5PNP hydrolysis, p-nitrophenol absorbance 415 nm;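 active = inhibition above the mean of all tested compounds plus 3 SD, set per campaign, cut at about 25% in these data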;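 note: 0% = DMSO with enzyme and 100% = buffer with substrate but no TDP2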
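System: recombinant human TDP2 / Amount: 120 nM TDP2 per well / Also added: 5 mM T5PNP chromogenic substrate / Doses: 12.8 µM single point, 1% DMSO / Incubation: 2 h at 37 °C / Detection: p-Nitrophenol epi absorbance / Evaluation: % inhibition relative to enzyme-containing and enzyme-free wells / Repeats: singlicate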
TCR CD3 inh – inhibitors of human TCR-CD3 interaction, primary screen, biochemical, fluorescence, TAMRA-labeled TCR probe | inhibition, % at 9.4 µM | 0.37% of 360,000 active | T-cell receptor (TCR); in the data active = inhibition above about 19%;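 note: recombinant mutant TCR 2C K166C tagged with TAMRA read by polarization; 0% = receptor in buffer alone and 100% = receptor with positive control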
rCAG RNA binder – binders of r(CAG) RNA repeats, primary screen, biochemical, fluorescence; r(CAG) RNA repeat, TO-PRO-1 dye displacement fluorescence; inhibition, % at 3 µM; 1.3% of 370,000 active; AID 651821, 2012;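 active = inhibition above the plate cutoff, the mean of all test compounds on that plate plus 3 SD, cut at about 35% in these data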;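 note: 0% = DMSO alone and 100% = 100 µM mitoxantrone as full dye displacement; higher means more dye released from RNA so lower well fluorescence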
LEDGF integ inh – blockers of LEDGF/p75-dependent integrase strand transfer – biochemical, TR-FRET, high throughput, primary screen | TR-FRET IN-LEDGF/p75 DNA integration, Eu/Cy5 | inhibition, % at 3.7 µM | 0.64% of 370,000 active | AID 743269, 2014;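 active = inhibition above the screen-wide mean plus 3 SD, cut at about 13% in these data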;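 note: signal is the Cy5 over europium emission ratio at 671 and 618 nm; 0% = plate median of compound wells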
An asterisk follows results filed as active; x = no result given. These rows are one share of the data; rates above refer to the full screens.

SMILES | PG9 Ab binder | HTRA1 inhibitor | NR1D1 modulator | PRMT1 FP inh | mABHD4 FP | SIAE inh | TDP2 absorb | TCR CD3 inh | rCAG RNA binder | LEDGF integ inh
CC(C)NC[C@H](O)COc1ccc(CC(N)=O)cc1 | -1.2 | 0 | -6 | 6 | -15 | -2 | -3 | 2 | -2 | -1
O=C(O)c1cc2nc(-c3ccccc3)cc(C(F)(F)F)n2n1 | -3.2 | 1 | -5 | 3 | 2 | 1 | -4 | -3 | 5 | -1
CC(=O)Nc1ccc(C(=O)/C=C/c2ccco2)cc1 | -3.1 | 11 | -5 | 36* | -5 | 4 | -2 | -5 | 35* | 28*
O=C1CCc2cc(S(=O)(=O)NC(Cc3ccccc3)C(=O)NC3CCCCC3)ccc2N1 (configuration not stated) | -1.4 | -3 | -4 | -2 | 4 | -3 | -4 | 9 | 1 | 4
COc1cc(NC(=S)NCCC(c2ccccc2)c2ccccc2)cc(OC)c1 | -0.6 | -85 | 6 | 2 | -50 | -60 | -4 | 5 | 4 | -1
CCOCCCNS(=O)(=O)c1ccc(NC(=O)C2CC(=O)N(c3ccc(C)cc3)C2)cc1 (configuration not stated) | -1.1 | -8 | 0 | -2 | -4 | -5 | -10 | 0 | -2 | 1
CSc1c(-c2ccccn2)c(N)nn1C(=O)C1CCC1 | -2.0 | 5 | 2 | -1 | 0 | 10 | 10 | 2 | 1 | -2
CC(=O)Nc1ccc(CN(C)c2c(C)nc3ccc(C(=O)Nc4ccc(Cl)c(Cl)c4)cn23)cc1 | 0.6 | x | 3 | 2 | -13 | -5 | -3 | 0 | 7 | 2
CCn1c(N)c(C(=O)NCCCOC)sc1=S | 0.7 | -1 | 9 | 8 | 2 | 3 | 1 | -3 | 0 | -10
O=C(Nc1ccc(N2CCOCC2)cc1)C1CCCCC1 | -2.0 | 2 | -3 | -3 | 4 | -3 | 6 | 1 | 5 | 0
COc1ccc(CN2C(=O)c3ccccc3C2c2nnnn2-c2ccc3c(c2)OCCO3)cc1 (configuration not stated) | -0.8 | x | -3 | 1 | 0 | 4 | 0 | -6 | 4 | -2
COc1ccc(N2CC(NC(=O)N3CCN(c4ccccc4)CC3)CC2=O)cc1 (configuration not stated) | -0.3 | 2 | 1 | -1 | -2 | 4 | -3 | -6 | -7 | -2
O=C(Cn1cnc2c(nnn2Cc2ccccc2)c1=O)N1CCCc2ccccc21 | 1.0 | 4 | -7 | 1 | -4 | -3 | -2 | -4 | 2 | -1
CC(=O)NC(CCS(C)(=O)=O)C(=O)Nc1ccc(Cl)c(Cl)c1 (configuration not stated) | -0.1 | 1 | 4 | 1 | 2 | -11 | 4 | 4 | 2 | 1
Cc1cccc(NC(=O)c2ccc3nsnc3c2)c1C | -1.1 | 4 | 0 | -5 | -1 | -6 | -3 | 5 | 1 | -2

The closing 2 records of the part above come first, to join the parts.
SMILES | PG9 Ab binder | HTRA1 inhibitor | NR1D1 modulator | PRMT1 FP inh | mABHD4 FP | SIAE inh | TDP2 absorb | TCR CD3 inh | rCAG RNA binder | LEDGF integ inh
CC(=O)NC(CCS(C)(=O)=O)C(=O)Nc1ccc(Cl)c(Cl)c1 (configuration not stated) | -0.1 | 1 | 4 | 1 | 2 | -11 | 4 | 4 | 2 | 1
Cc1cccc(NC(=O)c2ccc3nsnc3c2)c1C | -1.1 | 4 | 0 | -5 | -1 | -6 | -3 | 5 | 1 | -2
CC(C)CN(CCCNC(=O)CN1C(=O)COc2ccc(S(=O)(=O)N3CCCC3)cc21)CC(C)C | 1.9 | -8 | 4 | 3 | 0 | -2 | 11 | 2 | -8 | 2
CCSc1nc(-c2ccco2)ccc1C#N | -0.1 | -19 | -3 | 31* | 6 | -3 | -14 | -11 | 56* | 16*
O=C(Nc1ccc(F)cc1)OCc1cn(Cc2c(F)cccc2F)nn1 | x | x | 4 | -1 | 3 | -2 | 8 | x | 1 | 1
CC(C)=CCn1c2ccc(NC(=S)NC3CC3)cc2c(=O)n1C | 0.9 | x | -8 | 16 | 7 | 8 | -14 | -3 | 3 | 0
O=C(Nc1ccc(Oc2ncnc3cc(Cl)ccc23)nc1)c1cccs1 | 0.5 | 7 | 55* | 2 | 6 | -4 | 11 | -2 | -1 | -2
COc1ccc(OC)c(C2CC(=O)Nc3n[nH]c(-c4ccccc4)c32)c1 (configuration not stated) | -0.8 | -6 | -1 | 5 | -2 | -5 | -6 | -2 | -2 | -3
CCOC(=O)C1=C(c2ccccc2)OC(N)=C(C#N)C1C(C)C (configuration not stated) | -0.7 | -19 | 0 | -1 | -1 | 4 | 2 | 3 | -6 | 1
Cc1cccc(C)c1NC(=O)CN(C)C(=O)[C@H](C)NC(=O)c1ccco1 | 1.1 | 3 | 5 | 0 | 11 | -1 | 6 | -1 | 0 | -2
CC1CCN(C(=O)CCNS(=O)(=O)c2ccc3c(c2)oc(=O)n3C)CC1 | -1.4 | 13 | -1 | 1 | -4 | 2 | 18 | 5 | 1 | 2
CCOc1ccc(-c2cc(C(=O)OC)c3n(c2=O)CCC3)cc1 | x | x | 5 | -3 | 1 | 1 | 11 | x | 0 | 1
C=CCN(C)CC#CCCCCl | x | x | 4 | -2 | 3 | 3 | 3 | x | 0 | -2
C/C(=N\NC(=O)c1nnn(-c2nonc2N)c1-c1cccs1)c1ccc(O)cc1 | 0.5 | -8 | -9 | -2 | -9 | 2 | -3 | -6 | 2 | -5
CC12CN3CCN(CC(C3)/C1=N\N=C1/C3CN4CCN(C3)CC1(C)C4)C2 | -0.2 | 1 | -2 | -4 | 1 | 2 | 5 | -3 | -1 | 1
C[C@@H]1COc2cc(N3CCOCC3)ccc2S(=O)(=O)N1 | 1.6 | x | -2 | -3 | -3 | -2 | 1 | 3 | 1 | 7
CCN(CC)C(=O)C(=O)c1cccn1-c1ccccc1C#N | -0.2 | 1 | -8 | -2 | 0 | 7 | 0 | 2 | -1 | 1
CC(C)CCn1c(COc2ccccc2)n[nH]c1=S | 0.5 | 4 | 5 | 6 | -7 | 20* | -11 | 3 | -3 | -2
COc1cc(C(=O)N/N=C(\c2ccccc2)c2ccccn2)cc(OC)c1OC | -0.9 | 2 | 8 | -1 | 5 | -2 | -3 | -2 | -3 | 1
COc1cc(C(=O)N(C)CCOc2ccc(C)cc2)ccc1OC1CCN(C(C)=O)CC1 | 0.9 | 3 | -6 | 2 | -3 | 3 | -14 | -14 | -8 | 7
c1ccc2c(c1)oc1c(NCCCN3CCOCC3)ncnc12 | 1.3 | -2 | -5 | 1 | -4 | 3 | -4 | -4 | 1 | 0
O=C(Nc1cc(Br)ccc1O)C1CC(c2c(F)cccc2Cl)=NO1 (configuration not stated) | -1.4 | -33 | 4 | -1 | -24 | -11 | 7 | 7 | 16 | 2
COc1ccc(OCCCC(=O)Nc2cccc([N+](=O)[O-])c2C)cc1 | -0.4 | 1 | -5 | -4 | 3 | 14 | 10 | 5 | -1 | 2
COc1ccc(-n2nc(C(=O)Nc3cc(OC)c(OC)c(OC)c3)c3ccccc3c2=O)c(OC)c1 | 0.3 | 11 | 4 | -1 | 2 | -13 | -6 | 1 | -2 | 0
Cc1ccc(/C=C2\SC(=S)N(CC(=O)Nc3cccnc3)C2=O)cc1 | -2.8 | -7 | -3 | 6 | 7 | -3 | -8 | 8 | 3 | 2
OC(COc1ccc2ccccc2c1Br)Cn1cnc(-c2ccccc2)c1 (configuration not stated) | 2.4 | -85 | 0 | -3 | -36 | -23 | -2 | 8 | 1 | 0
Cc1cc(C)c(S(=O)(=O)NCc2ccncc2)c(C)c1 | 0.0 | -2 | 1 | -1 | -4 | 2 | 1 | 6 | -3 | -2
COc1ccc(/C=N/c2oc(-c3ccccc3)cc2C#N)cc1OC | -1.2 | -5 | -5 | 2 | 6 | -1 | 8 | -8 | -2 | -2
COc1cc(/C=C/C(=O)OCc2cn3cc(Cl)ccc3n2)ccc1O | -1.4 | -10 | 2 | -4 | 6 | 2 | 12 | 9 | 3 | -2
Cc1ccc(C)c(SCC(=O)OCC(=O)Nc2ccc(S(=O)(=O)N3CCOCC3)cc2)c1 | -1.8 | -8 | 5 | 1 | 2 | -9 | -4 | 4 | 2 | 6
COC(=O)c1ccc(-n2c(C)cc(/C=N/n3cnnc3)c2C)cc1 | -0.7 | -5 | 0 | -1 | -2 | -2 | 1 | 6 | -5 | -4
COc1cc(NC(=O)NC2CCCCN(Cc3ccc(Cl)cc3)C2=O)cc(OC)c1 (configuration not stated) | x | x | 7 | 1 | -9 | -1 | 16 | x | 9 | -3
O=C(COC(=O)C1CC(=O)N(c2nc(-c3ccccc3)cs2)C1)c1ccccc1 (configuration not stated) | 1.2 | -23 | 3 | 0 | -8 | -5 | -11 | -6 | 7 | 1
CCOc1ccc2[nH]cc(C(=O)N3CCN(C4CCCCC4)CC3)c(=O)c2c1 | -1.0 | 7 | 2 | 0 | -2 | -5 | -13 | 0 | 0 | 5
CCOC(=O)c1sc(C)c2c1NC(C)(c1cccc3ccccc13)NC2=O (configuration not stated) | -0.3 | -30 | 8 | -2 | -5 | -1 | -6 | -6 | -1 | 3
Cc1nccc(-c2cccc(N/N=C(\C#N)C(=O)c3ccccc3)c2)n1 | -2.0 | 1 | 3 | -1 | 6 | 0 | 1 | -2 | 51* | 0
O=C(Cn1cnnn1)NC1CCCN(Cc2ccccc2F)C1 (configuration not stated) | 0.6 | 1 | 4 | 0 | 15 | 2 | 5 | -4 | 0 | 0
O=C(c1ccco1)N1CCN(c2ncnc3scc(-c4ccc(F)cc4)c23)CC1 | 0.9 | -2 | 5 | 1 | -2 | -5 | -2 | -8 | -5 | -1
COc1ccc(OC)c(NC(=O)COC(=O)CCCN=C2NS(=O)(=O)c3ccccc32)c1 | 1.4 | 1 | 0 | 3 | 3 | 3 | 1 | -6 | 4 | -3
COc1ccc(C2CC(=O)c3c(ccc4ccccc34)N2)cc1OC (configuration not stated) | 1.2 | 0 | -2 | -1 | -2 | -5 | -12 | 0 | -7 | -3
COc1ccc([C@H]2CC(=O)C=C(c3cccc(OC)c3)C2)cc1 | -2.0 | -27 | 3 | -1 | -6 | -1 | 7 | -3 | -1 | 1
CSc1ccc(C(=O)C2CCCN(C(=O)CCc3cnn(C)c3)C2)cc1 (configuration not stated) | 3.2 | 6 | -4 | -1 | 2 | 0 | 2 | 7 | -8 | 4
CCOc1ccc(C(=O)NCC(c2cccs2)N2CCOCC2)cc1 (configuration not stated) | 0.1 | 0 | -2 | 0 | -3 | -10 | 6 | 10 | -1 | 3
